# High-throughput results: PubChem BioAssay, several laboratories
# bCat nuc transl: modulators of beta-catenin nuclear translocation, primary screen, imaging, HeLa cells, immunofluorescence, high-content. nuclear translocation activity, % at 5 µM. 190,000 compounds, 0.3% hits. AID 1665, 2009;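 active = nuclear translocation activity above 50% at 5 µM, with a well cell count of 50 or more; inconclusive = wells under 50 cells across six images, flagged as toxic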;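 note: per-cell ratio of nuclear to cytoplasmic median beta-catenin stain intensity; plate controls were DMSO negative control for no effect and GSK-3 inhibitor IX positive control for full effect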
#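 Test system: human HeLa cells, endogenous beta-catenin. Times: 24 h compound exposure, 37°C. Measured by: beta-catenin immunofluorescence imaging with DAPI.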
# Dynein cargo inh: inhibitors of GR-EGFP nuclear translocation, primary screen, dynein cargo transport inhibitor project, imaging, high-content, 3617.4 mouse cells. z-score, hits read low. test concentration mostly 20 µM; stimulated with dexamethasone, 1 µM; stronger effect = lower value. 220,000 compounds, 0.47% hits;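 active = plate z-score of nuclear minus cytoplasmic receptor signal below a set negative limit, without overly bright fluorescence or cell loss, cut at about -3.5 in these data, passing the limit was not always enough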;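 note: z-score of nuclear minus cytoplasmic ring GR-EGFP intensity difference per well; some compounds called inactive have numbers as strong as hits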
#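 Schedule: 48 h induction, then 1 h compound, then 30 min agonist, 37 °C. Buffer or medium: tetracycline-free induction medium containing charcoal-stripped FBS. Reagent: 1.0 µM final dexamethasone stimulus. Evaluation: nuclear versus cytoplasmic GR-EGFP signal, averaged per well. Signal: high-content fluorescence imaging after fixation.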
# CSM14.1 death rescue: rescue of cells from ER stress-induced death, primary screen, 384-well, CSM14.1, thapsigargin, ATP luminescence (AID 1222) | CSM14.1 thapsigargin-induced death rescue, ATP luminescence; higher % means a stronger effect | cellular ATP content (survival), % at 20 µM, or EC50 in µM where a hit was titrated | 190,000 tested, under 10 active;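 active = EC50 below 50 µM in the dose-response confirmation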;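 note: death triggered by thapsigargin at about 15 µM added after 2 h compound pretreatment; cell ATP read after overnight thapsigargin exposure of roughly 18 to 22 hours; normalized against plate controls of thapsigargin alone and 5% DMSO vehicle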
# M17LAP inhibition: P. falciparum M17LAP inhibitors, primary screen, biochemical, fluorogenic H-Leu-NHMec substrate, 1536-well (AID 1619). Leucine aminopeptidase (Plasmodium falciparum (isolate 3D7)). recombinant M17LAP, H-Leu-NHMec fluorogenic kinetic assay; higher % means a stronger effect. one-dose inhibition, % at 30 µM; IC50 in µM for titrated hits. 220,000 compounds, 0.38% hits;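 active = compound inhibiting the enzyme by more than half at any dose during confirmatory dose-response retesting; inconclusive = strong single-dose inhibitors picked by rank but not retested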;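 note: plate controls were full reaction with DMSO carrier for no effect and no enzyme background for full effect; strong numbers were not always called active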
# Autophagy HCS: autophagy modulators in MEF cells, primary screen, imaging, high-content, MEF GFP-LC3. calls only at 10 µM (by protocol). 190,000 compounds, 0.98% hits. MEF GFP-LC3 puncta imaging; test concentration mostly 10 µM;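 active = percentage of spot-positive cells more than 3 SD above its plate mean, without a fluorescence outlier flag or 80% toxicity; inconclusive = no clear call, values can overlap the other calls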;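 note: spot-positive cell cutoff set from DMSO-treated cells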
# MT stabilizer: microtubule stabilizers in HeLa cells, primary screen, imaging, high-content imaging; HeLa tubulin immunostaining HCS, 24 h; share of cells brighter than vehicle mean+2SD; 200,000 compounds, 0.83% hits; % tubulin-high responders, % at 10 µM; AID 2205, 2009;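 active = plate Z-score above 3 for both tubulin-high and condensed-nucleus cell shares, with cell loss under 80%, at 10 µM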;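 note: anti alpha tubulin signal scored within the nucleus-defined area of each cell; some results filed as inactive read as strong as hits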
# Ins promoter up: insulin promoter activators in MIN6 cells, imaging, high-content screening, mouse beta cells; MIN6 insulin promoter-GFP reporter; stronger effect = higher value; z-score at 5 µM; 190,000 compounds, 0.3% hits; AID 1625, 2009;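 active = z-score above 3 at 5 µM with at least 500 cells counted in the well; inconclusive = wells under 500 cells, flagged as cytotoxic or low count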
# P. falciparum M1AAP: P. falciparum M1AAP inhibitors, biochemical, fluorogenic H-Leu-NHMec substrate, 1536-well (AID 1445); recombinant M1AAP, H-Leu-NHMec fluorogenic kinetic assay; higher % means a stronger effect; inhibition, % at 30 µM, or IC50 in µM where a hit was titrated; 220,000 compounds, 0.42% hits;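 active = primary inhibition above the hit cutoff, then over 50% inhibition at one or more dose response concentrations, cut at about 23% in these data, passing the limit was not always enough; inconclusive = conflicting primary data, or primary hits not chosen for dose response; inactive = low primary inhibition, or under 50% at every dose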;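 note: plate controls were DMSO full reaction for no effect and no enzyme background for full effect; strong numbers were not always called active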
# K1F lysis inhibition: inhibition of K1F phage lysis, E. coli UTI89, bacterial capsule biogenesis inhibitors, alamar blue (AID 488966) | E. coli UTI89 K1F phage lysis, alamar blue, 2 h; higher % means a stronger effect | inhibition, % at 100 µM, or IC50 in µM where a hit was titrated | 340,000 compounds, 0.02% hits;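 active = phage lysis inhibition, versus mean bacterial control, above a set limit; inconclusive = no clear call, values can overlap the other calls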;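 note: capsule biogenesis inhibitors block K1F phage lysis so surviving cells raise fluorescence; higher fluorescence means more inhibition of phage lysis; actives were called in the ten point dose series up to 300 µM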
# Dynein cargo inh cytoplasmic EGFP: second read-out of Dynein cargo inh, no call of its own (marks repeat the call); z-score; measured here: cytoplasmic GR-EGFP intensity; stronger effect = higher value
# Dynein cargo inh nuclear GR-EGFP: further read-out of Dynein cargo inh, marked with its call; z-score; measured here: nuclear GR-EGFP intensity;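 lower value marks the stronger effect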
# Dynein cargo inh cell count: further read-out of Dynein cargo inh, marked with its call; z-score; measured here: cell count per field
# Ins promoter up cell count: also measured in Ins promoter up; calls as there; cell count; measured here: cytotoxicity, nuclei count;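 total cells summed across four imaged fields per well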
# bCat nuc transl cell count 5 µM: recorded beside bCat nuc transl, whose call it bears; cell count; measured here: cell count, cytotoxicity flag
# MT stabilizer Hoechst-high %: recorded beside MT stabilizer, whose call it bears; % Hoechst-high responders; measured here: nuclear condensation Hoechst responders;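 share of cells brighter than vehicle mean plus two SD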
# MT stabilizer cytotoxicity %: further read-out of MT stabilizer, marked with its call; toxicity, %; measured here: cytotoxicity by cell density;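 0% = mean cell density of plate MIN control wells and 100% = no cells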
# Autophagy HCS cell loss 18 h: second read-out of Autophagy HCS, no call of its own (marks repeat the call); toxicity, %; measured here: cell loss, nuclei count;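 cell loss after 18 h compound exposure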
# * marks the source's active call; other numbers are inactive results; i = inactive; ? = inconclusive; . = not tested or not shown; [ ] = another dose, or the depositor's remark.
SMILES,bCat nuc transl,bCat nuc transl cell count 5 µM,Dynein cargo inh,Dynein cargo inh cytoplasmic EGFP,Dynein cargo inh nuclear GR-EGFP,Dynein cargo inh cell count,CSM14.1 death rescue,M17LAP inhibition,Autophagy HCS,Autophagy HCS cell loss 18 h,MT stabilizer,MT stabilizer Hoechst-high %,MT stabilizer cytotoxicity %,Ins promoter up,Ins promoter up cell count,P. falciparum M1AAP,K1F lysis inhibition
CCC1CCC(C(=O)NNC(=O)c2cc(-c3ccco3)[nH]n2)CC1 (stereo unspecified),-0.6,1144,0.78,-0.27,0.67,0.31,-0.3%,3%,i,19,3.1,2.5,9.0,0.27,1292,?,0.2%
O=C(N/N=C/c1ccncc1)c1cnccn1,-0.2,1309,-0.66,-0.28,-0.4,0.95,.,5%,.,.,.,.,.,-0.96,1170,6%,0.5%
CCOC(=O)C1(CCCc2ccccc2)CCN(C(=O)c2cc(C)nc(C)n2)CC1,-1.1,907,-0.15,-0.36,0.14,0.55,1.9%,.,i,2,1.2,1.0,5.2,-0.26,1641,.,0.2%
COc1ccccc1-n1cnnc1SCC(=O)N1CCN(C(=O)c2ccco2)CC1,-1.7,1178,1.3,-0.19,0.57,-0.22,0.8%,5%,i,28,3.5,2.0,5.1,-0.53,1538,2%,-0.2%
CC(NC(=O)c1cc2ccccc2o1)c1ccccc1 (stereo unspecified),3.0,1062,0.26,-0.14,0.26,-1.3,1.5%,0%,i,4,0.9,2.0,9.7,-1.2,1327,5%,0.9%
CCc1ccc(C(=O)/C=C2\Sc3ccccc3NC2=O)cc1,-1.2,925,-0.6,-0.26,-0.54,0.45,-3.3%,-1%,i,-12,1.8,2.5,5.7,0.66,1397,-10%,0.1%
CCn1cc(/C=C/C(=O)Nc2ccc(C)cc2Br)cn1,2.6,537,0.23,-0.11,0.13,-0.94,-0.4%,5%,i,5,2.7,2.3,0.3,-0.25,1120,-1%,0.9%[50 µM]
CC(C(=O)NCCN1C(=O)S/C(=C\c2cccs2)C1=O)N1C(=O)c2ccccc2C1=O (stereo unspecified),-0.2,980,-0.097,0.57,0.33,0.64,-3.0%,-1%,i,-13,5.0,2.9,13,-0.04,1110,13%,0.6%[50 µM]
COCC(=O)N(Cc1nc2sc(C)c(C)c2c(=O)[nH]1)C1CCCCC1,-0.2,1362,2,0.18,1.5,-2.4,.,3%,.,.,.,.,.,0.83,896,13%,0.2%[50 µM]
O=C(c1cnc2ccc3ccccc3c2c1)c1cc(F)ccc1O,3.9,1221,-0.44,-0.22,0.52,-0.16,.,-12%,.,.,.,.,.,0.93,718,-2%,-0.1%
CC(C)Cc1nnc(NS(=O)(=O)c2ccc(Cl)cc2)s1,2.1,1007,-0.57,-0.23,-0.093,0.22,.,37%,.,.,4.2,1.1,7.5,0.79,1450,-2%,-3.2%
CCOc1ccc(C(C)=O)cc1CSc1nnc(-c2ccncc2)n1CCOC,0.7,1010,0.19,-0.24,0.52,0.41,1.4%,7%,i,1,6.0,4.2,5.4,.,.,8%,-0.2%
CCCCNC(=O)Cn1c(=O)oc2cc(S(=O)(=O)N3CC(C)CC(C)C3)ccc21 (stereo unspecified),.,.,0.74,-0.27,0.41,0.31,1.1%,0%,i,7,7.6,4.6,7.4,0.07,951,2%,1.5%
c1ccc2c(c1)OC(CCCN1CCCCC1)c1ccccc1S2 (stereo unspecified),-0.7,1165,1.9,1.5,1.9,-4.5,-0.7%,1%,i,10,3.2,2.0,3.6,?,.,0%,5.3%
Cc1ccc(CSc2nc3[nH]ncc3c(=O)[nH]2)cc1,0.2,1113,0.065,-0.23,0.066,-0.24,1.6%,3%,i,-6,2.1,3.1,9.4,0.37,1280,7%,0.2%
CCOC(=O)N1C2C=C(C)[C@@H]2[C@@H]2CC(=O)N21 (stereo partly specified),.,.,-0.061,-0.27,0.75,0.016,-1.4%,7%,i,4,2.7,3.1,7.1,-0.06,1230,-1%,2.9%[50 µM]
COc1ccc(OCCSc2nnc(C(C)NC(=O)c3ccccc3F)n2C)cc1 (stereo unspecified),-5.6,1150,2.5,-0.25,2.1,-2.6,0.0%,-3%,i,6,4.6,1.1,4.4,0.55,1575,-4%,0.3%
CCOC(=O)c1ccc(NC(=O)c2nc[nH]c2C(=O)N[C@@H](CCCCNC(=O)OC(C)(C)C)C(=O)OC(C)(C)C)cc1,0.4,1318,-0.43,-0.74,-0.31,0.49,.,-1%,.,.,.,.,.,-1.1,983,-12%,1.0%
Cc1ccc(NC(=O)C(C)C(=O)Nc2ccc(C)cc2)cc1,-0.6,1040,1.6,-0.13,0.65,-0.59,2.5%,-4%,i,-4,1.4,2.9,16,-0.24,1209,-6%,.
CC(=O)Nc1ccc(S(=O)(=O)Nc2nc3ccccc3nc2Nc2ccc3ccccc3c2)cc1,-1.5,1139,0.014,-0.28,0.45,-0.055,2.0%,0%,i,10,2.8,3.1,5.8,0.38,1470,4%,-0.2%
Cn1ccnc1Sc1nc2ccccc2nc1NS(=O)(=O)c1ccccc1,-0.9,1171,2.4,0.13,1.9,-1.6,-0.2%,29µM*,i,5,2.9,2.9,13,1.2,1163,8%,0.1%
O=C(O)c1ccccc1Sc1ccccc1S(=O)(=O)NC1CCCCC1,1.7,1210,-0.22,-0.12,-0.2,0.33,.,0%,.,.,.,.,.,-0.44,1051,1%,.
CCCN1CCN(C(=S)Nc2ccc3nc(N4CCN(CC)CC4)cc(C)c3c2)CC1,-1.5,1113,-1.6,-0.31,-0.34,1.4,-0.4%,-4%,i,-11,7.3,2.5,21,0.38,1261,3%,-0.2%
Cc1nn(Cc2ccccc2Cl)c2sc(C(=O)OC3CCCC3=O)cc12 (stereo unspecified),-4.9,885,-0.85,-0.18,-0.62,0.67,-1.6%,-11%,i,3,4.5,3.6,11,0.97,1202,3%,0.2%
C#CCNC(=O)C1=C[C@@H](c2ccccc2)C[C@@H](OCc2ccc(CO)cc2)O1,-1.5,1154,-0.72,0.28,-0.0099,0.27,3.1%,5%,i,9,3.8,2.3,6.2,-0.17,1323,4%,0.3%
Cc1nc2c3cnn(-c4ccccc4)c3ncn2n1,.,.,-0.46,-0.23,0.42,0.18,-2.9%,-1%,i,-1,3.3,3.1,13,0.04,1183,3%,0.1%
CCOC(=O)c1[nH]c(C)c(/C(O)=C2\C(=O)C(=O)N(CCN(C)C)C2c2ccncc2)c1C (stereo unspecified),-6.8,1199,-0.23,-0.23,0.066,0.38,3.2%,18%,i,39,2.4,1.7,6.6,-0.38,1217,-4%,-0.3%
Cc1ccccc1OCC(=O)Nc1ccccc1CO,-6.4,1002,1.7,-0.17,0.99,-1.1,-0.1%,-8%,i,1,3.1,2.6,8.1,1.1,1538,1%,1.6%
O=C(O)c1cc(-c2ccc(/C=C3\NC(=O)N(c4ccc(Cl)cc4)C3=O)o2)ccc1Cl,-4.4,1187,-0.25,0.063,0.24,-0.75,0.9%,28%,i,20,4.4,1.9,8.9,-1.3,1580,?,0.1%
CCO[C@H]1OC(C(=O)NCc2ccccc2)=C[C@@H](c2coc3ccccc3c2=O)[C@@H]1CCCO,-0.6,1117,-0.55,-0.29,0.024,0.29,9.0%,-1%,i,-2,1.5,1.5,8.9,0.13,1398,-3%,-0.6%
O=C(CCc1nc2ccccc2c(=O)[nH]1)Nc1ccc(F)c([N+](=O)[O-])c1,-1.6,1029,1.3,-0.25,0.85,-0.46,0.2%,29%,i,-3,5.8,1.8,3.6,0.66,1227,1%,0.8%
CCOC(=O)c1cc(C(C)(C)C)nc(SC)c1C#N,-2.2,1120,0.75,-0.28,0.5,-0.53,.,9%,.,.,.,.,.,-0.24,1416,0%,1.7%
CC(C)COc1nc2c(c(=O)n(C)c(=O)n2C)n1C,0.8,1301,1.6,-0.29,0.49,0.25,.,-4%,.,.,.,.,.,-1.2,1476,4%,-0.1%
CCOC(=O)Cn1c(=O)oc2cc(S(=O)(=O)Nc3ccc(N(CC)CC)cc3C)ccc21,2.8,1140,-0.5,-0.045,-0.24,0.79,-0.6%,-1%,i,18,2.6,2.9,5.7,-0.29,933,8%,7.4%
CC(C)OC(=O)c1ccc(N2C(=O)C3CC=CCC3C2=O)cc1 (stereo unspecified),.,.,-0.35,-0.28,-0.00091,1.3,-1.8%,4%,i,0,3.3,1.9,11,-0.03,1288,-3%,0.4%
CCNc1nc(Oc2ccc(C(=O)OC)cc2)nc(N2CCOCC2)n1,1.3,1339,1.1,-0.18,1.5,-1.5,.,-12%,.,.,.,.,.,-0.95,884,-4%,-0.3%

# An unsorted share of the library (roughly 2.9% active in at least one column).
